BRCA1 expr up = qHTS Assay to Identify Small Molecule Activators of BRCA1 Expression; Potency, µM (highest dose often 46.1 µM), for inactives: at the top dose activation, hits mostly activators; MCF7-BRCA1-FFLuc reporter, luminescence, 48 h; response scale: scaled: vehicle 0%, 10 µM genistein 100%; 380,000 tested, 1.1% active; further: potency means the concentration at half of the fitted maximal effect; nearly all actives have a fitted effect of over 80% in size; some results filed as inactive show a strong effect at the top dose
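MCF7-BRCA1-FFLuc cells, 2000/well in phenol-red-free MEM, attached 2 h then treated 48 h at 37 C. Luciferase luminescence read 15 min after reagent; normalized to genistein maximum activation (10microM) and DMSO, concentration-response fitted.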
NPC1 promoter act = qHTS Assay for NPC1 Promoter Activators. Huh7 NPC1 promoter luciferase reporter, 24 h. Potency, µM (titrated, usually from 9.22 µM), for inactives: top-dose activation, hits mostly activators. 320,000 tested, 2.4% active;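 further: potency means the concentration at half of the fitted maximal effect; % of control where 0% means no effect; nearly all actives have a fitted effect of over 60% in size; reporter is driven by a mutant NPC1 promoter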
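Huh7 reporter cells (NPC1 promoter driving luciferase) are dosed with compound for 24 h at 37 °C, 5% CO2; luciferase detection reagent is then added and luminescence measured after 10 min at ambient temperature.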
VP16 counter = VP16 counterscreen qHTS for inhibitors of ROR gamma transcriptional activity; Drosophila S2 Gal4-VP16 UAS-luciferase, luminescence, 20 h; Potency, µM (top dose mostly 53.6 µM), inactives show at the top dose activity, negative = inhibition, usual class: inhibitors; 310,000 tested, 3.5% active; AID 2546, 2010;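 further: Gal4-VP16 expression switched on by copper sulfate through the metallothionein promoter; potency means the concentration at half of the fitted maximal effect; on the % scale 0 is the no-effect control and ±100 the full control effect; nearly all actives have a fitted effect of over 50% in size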
p53 reactivation = qHTS assay for re-activators of p53 using a Luc reporter; H1299 p53-A138V BP100-luciferase reporter, luminescence, 24 h; Potency, µM (highest dose often 92.2 µM), for inactives: at the highest dose activity change, positive = activation, actives largely listed as activators; AID 504706, 2011; 320,000 tested, 0.063% active; further: potency means the concentration at half of the fitted maximal effect; % of control where 0% means no effect; nearly all actives have a fitted effect of over 45% in size
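H1299 (p53-null), stable ts p53-A138V + BP100-Luc; 1000 cells/well, Opti-MEM/10% FBS; cpd 4 pt, 1:5; 24 h, 37 deg C, 5% CO2; detection reagent 10 min RT; luminescence.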
FLuc counter = qHTS profiling assay for firefly luciferase inhibitor/activator using purifed enzyme and Km concentrations of substrates (counterscreen for miR-21 project); Luciferin 4-monooxygenase (Photinus pyralis), P08659; purified FLuc, Km substrates, luminescence inhibition; Potency, µM (titrated, usually from 57.5 µM), inactives show at the top dose activity change, negative = inhibition, most hits filed as inhibitors; 360,000 tested, 6.9% active; AID 588342, 2011;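 further: potency means the concentration at half of the fitted maximal effect; plate controls were vehicle for no effect and reference inhibitor for full effect; nearly all actives have a fitted effect of over 55% in size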
Target sequence (P08659 whole entry, looked up): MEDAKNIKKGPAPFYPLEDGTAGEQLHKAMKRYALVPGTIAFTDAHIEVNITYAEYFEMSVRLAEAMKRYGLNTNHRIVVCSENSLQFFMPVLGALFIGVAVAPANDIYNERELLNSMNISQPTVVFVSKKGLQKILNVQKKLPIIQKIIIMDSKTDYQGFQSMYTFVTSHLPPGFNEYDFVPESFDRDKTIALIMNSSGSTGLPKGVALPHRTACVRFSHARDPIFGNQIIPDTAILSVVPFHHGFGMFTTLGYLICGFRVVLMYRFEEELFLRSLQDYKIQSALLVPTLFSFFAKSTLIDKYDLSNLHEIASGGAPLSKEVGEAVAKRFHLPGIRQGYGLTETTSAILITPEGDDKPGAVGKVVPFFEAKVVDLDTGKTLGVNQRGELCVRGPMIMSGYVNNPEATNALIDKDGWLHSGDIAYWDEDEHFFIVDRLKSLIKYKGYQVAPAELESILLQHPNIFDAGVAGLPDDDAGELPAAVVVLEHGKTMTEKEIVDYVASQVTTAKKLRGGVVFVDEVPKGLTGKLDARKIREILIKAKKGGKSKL
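Purified P. pyralis luciferase, 10 nM final, with Km-level 10 uM D-luciferin and 10 uM ATP in 50 mM Tris acetate pH 7.5, 10 mM Mg acetate, 0.01% Tween-20, 0.05% BSA; 6-point qHTS titration about 60 µM downward; luminescence read.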
Menin-MLL TR inh = qHTS Assay for Inhibitors Targeting the Menin-MLL Interaction in MLL Related Leukemias: Competition With Texas Red Labeled MLL-derived Mutant Peptide; O00255; Menin + Texas Red MLL mutant peptide, fluorescence polarization; Potency, µM (top dose mostly 61.6 µM), for the others: at the top dose FP activity change, negative = inhibition, usual class: inhibitors; 270,000 tested, 0.23% active; active means well fitted inhibition curve with a large enough effect in the polarisation, with a control signal flat, not every such curve was filed as active; inconclusive means small, poorly fitted or top-dose-only effect, or effect the other way, or a change in a side signal; inactive means no such curve, though single readings can be large or run the other way; the % refers to the polarisation; further: potency means the concentration at half of the fitted maximal effect; % of control where 0% means no effect; many of its hits are not listed in these tables
RORgamma inh = qHTS for inhibitors of ROR gamma transcriptional activity. Nuclear receptor ROR-gamma (Mus musculus), P51450. Drosophila S2 Gal4-RORgamma UAS-luciferase reporter, 20 h. Potency, µM (top dose mostly 53.6 µM), for inactives: at the top dose activity change, negative = inhibition, most hits filed as inhibitors. 310,000 tested, 5.4% active; further: potency means the concentration at half of the fitted maximal effect; on the % scale 0 is the no-effect control and ±100 the full control effect; nearly all actives have a fitted effect of over 60% in size
Target sequence (P51450 whole entry, looked up, the tested form may be a part): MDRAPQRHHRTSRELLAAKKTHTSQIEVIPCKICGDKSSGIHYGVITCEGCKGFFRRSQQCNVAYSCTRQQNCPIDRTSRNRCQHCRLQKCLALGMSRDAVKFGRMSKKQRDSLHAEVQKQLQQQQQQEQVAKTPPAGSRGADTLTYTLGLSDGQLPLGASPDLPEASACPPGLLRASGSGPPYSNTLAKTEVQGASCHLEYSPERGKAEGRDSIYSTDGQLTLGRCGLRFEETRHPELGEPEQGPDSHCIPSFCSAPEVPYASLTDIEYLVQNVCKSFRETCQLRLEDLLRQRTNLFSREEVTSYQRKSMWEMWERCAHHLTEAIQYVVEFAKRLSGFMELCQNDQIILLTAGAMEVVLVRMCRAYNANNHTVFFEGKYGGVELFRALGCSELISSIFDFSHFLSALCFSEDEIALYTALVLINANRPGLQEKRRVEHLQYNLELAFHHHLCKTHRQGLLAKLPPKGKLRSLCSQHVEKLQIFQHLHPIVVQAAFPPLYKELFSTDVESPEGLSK
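Luminescence from a UAS-regulated Photinus luciferase reporter in stably transfected Drosophila Schneider cells is measured; decreased signal marks ROR gamma inhibition. Fusion expression is induced by 700 uM copper sulfate for 20 hr.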
Rab9 prom act = qHTS Assay for Rab9 Promoter Activators; Huh7 Rab9 promoter-luciferase reporter, luminescence, 24 h; Potency, µM (doses to about 9.22 µM), without a hit: at the top dose activation, negative = inhibition, hits mostly activators; 320,000 tested, 2.8% active; AID 485297, 2010; further: potency means the concentration at half of the fitted maximal effect; % of control where 0% means no effect; nearly all actives have a fitted effect of over 60% in size
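Promoter activation is measured as luciferase luminescence in Huh7 cells stably transfected with a Rab9 promoter–luciferase construct, following 24 h compound exposure at 37 °C and 10 min reagent incubation at ambient temperature.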
Giardia kill = Small Molecules that selectively kill Giardia lamblia: qHTS. Giardia lamblia trophozoite viability. activity change, % at 7.66 µM, hits read low. 340,000 tested, 0.15% active. AID 540267, 2011; in the data active means activity change below about -80%; inconclusive means between about -30% and that limit;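 further: parasites exposed to compound for two days anaerobically before the ATP read; on the % scale 0 is the no-effect control and ±100 the full control effect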
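Compounds were tested on trophozoites seeded at 100 cells/well and held 48 hrs at 37 deg C anaerobically. An ATP-based luminescent kit measured the remaining live cells.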
ELG1 genotoxic = qHTS screen for small molecules that induce genotoxicity in human embryonic kidney (HEK293T) cells expressing luciferase-tagged ELG1; 330,000 tested, 1.3% active; AID 504466, 2011; HEK293T ELG1-luciferase reporter, luminescence, 16 h; Potency, µM (highest dose often 46 µM), without a hit: at the top dose activity change, positive = activation, actives largely listed as activators; further: potency means the concentration at half of the fitted maximal effect; % of control where 0% means no effect; nearly all actives have a fitted effect of over 60% in size
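Luminescence read-out: rising ELG1-luciferase signal, reflecting elevated ELG1 protein under genetic stress, flags genotoxic compounds. Cells were treated for 16 hr at 37 °C before ONE-Glo detection.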
PKM2 act = qHTS Assay for Activators of Human Muscle isoform 2 Pyruvate Kinase; Pyruvate kinase PKM (Homo sapiens), P14618; purified PKM2, Kinase-Glo ATP luminescence, activation; response scale: 0% is enzyme alone, no compound; Potency, µM (doses to about 57.5 µM), for inactives: top-dose activation, most hits filed as activators; 260,000 tested, 0.34% active; AID 1631, 2009; further: potency means the concentration at half of the fitted maximal effect; on the % scale 0 is the no-effect control and ±100 the full control effect; nearly all actives have a fitted effect of over 55% in size
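Kinase-Glo luminescence reports ATP generated from ADP (0.1 mM) and PEP (0.5 mM) by purified hPK-M2 after 1 h at room temperature, pH 7.2 imidazole buffer; intermediate enzyme activity allows detecting inhibitors and activators.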
* hit, by the source's call; ? = inconclusive; . = not tested or not shown; & = joins results of further samples; [ ] = dose if it differs, or a comment. Unless noted, the call rests on the fitted dose curve; in most records, active means well fitted curve in the direction sought with a large enough effect; inconclusive means small, poorly fitted or top-dose-only effect, or another doubt; inactive means no such curve, though single readings can be large; an effect the other way counts as inactive or inconclusive. This is a subset. The share of hits here may be higher or lower than overall.

SMILES	BRCA1 expr up	NPC1 promoter act	VP16 counter	p53 reactivation	FLuc counter	Menin-MLL TR inh	RORgamma inh	Rab9 prom act	Giardia kill	ELG1 genotoxic	PKM2 act
Cc1ccc(C)n1C(Cc1ccccc1)C(=O)O (configuration not stated)	.	-3%	4%	2%	3%	.	12%	1%	.	1%	0%
O=[N+]([O-])/C(C(Cl)=C(Cl)Cl)=C(\Sc1ccccc1)N1CCCCC1	-27%	-2%	-21%	13%	-2%	0%	15%	-5%	8	-1%	-7%
Cc1c(C=O)c2ccccc2n1CC(=O)NC(C)c1ccccc1 (configuration not stated)	-7%	-1%	-4%	8%	0%	3%	44%	1%	-1	-9%	2%
Cc1ccc(C(=O)N2CCc3ccccc32)cc1	11µM*	?	?	?	?	-3%	4%	?	-13	?	-12%
Cc1cccc(NC(=O)NC(C)CCc2ccccc2)c1 (configuration not stated)	26%	9%	1%	?	?	35%[activator]	13%	6%	1	0%	8%
CC(=O)N1CCC(C(=O)NCCOc2ccc(C)cc2)CC1	18%	3%	2%	-4%	0%	-8%	2%	-1%	-11	-18%	-5%
Cc1cc(C)n(C(=O)CCCn2cc([N+](=O)[O-])cn2)n1	-13%	-6%	-9%	-2%	1%	5%	-1%	-7%	6	5%	2%
Cc1cc(C(=O)N/N=C/c2cccc([N+](=O)[O-])c2)c2ccccc2n1	-10%	1%	2%	1%	2%	10%	-38%	-16%	-4	0%	2%
Cc1ccc(-c2cc(C(=O)NCc3ccccn3)no2)cc1	11µM*	?	6%	?	17µM*	-2%	18%	?	-3	13µM*	4%
COc1cc(/C=C(\C#N)C(=O)c2ccc(O)c(O)c2)cc(I)c1O	-21%	5%[46.1 µM]	.	3%	?	?	.	-8%[46.1 µM]	3	-10%	.
CN(C)c1ccc(/C=N/n2cnn(Cc3ccccc3Cl)c2=S)cc1	-3%	30%	?	2%	?	26%	?	20%	-2	-1%	0%
COc1cc(NC(=S)N2CCCCC2C)cc(OC)c1OC (configuration not stated)	-2%	-2%	8%[10 µM]	-5%	0%	-19%	4%	-4%[1.84 µM]	35[activator]	0%	2%
COc1ccc(C2CC(=O)C=C(NCc3ccccc3)C2)cc1 (configuration not stated)	-73%	-11%	2%	-4%	1%	.	44%	1%	-2	-3%	-1%
O=C(CCN1N=C(c2ccccc2)CCC1=O)NCC1COc2ccccc2O1 (configuration not stated)	9%	-2%	-3%	-5%	0%	-1%	23%	-3%	19	1%	.
COc1cc2c(cc1OC)C(COc1cc(C)cc(C)c1)N(C(C)=O)CC2 (configuration not stated)	12%	-7%	-11%	-4%	-1%	-26%	1%	-4%	-6	0%[9.26 µM]	.
COc1ccc(C(=O)N2CCN(c3ncccn3)CC2)cc1S(=O)(=O)N1CCOCC1	3%	-2%[1.84 µM]	.	-5%	1%	.	.	-3%	8	3%	.
CCC1(c2ccc(Cl)cc2)NC(=O)N(CC(=O)NCc2ccc(F)cc2)C1=O (configuration not stated)	-22%	1%	-1%	2%	2%	4%	?	0%	41[activator]	-10%	.
CC(=O)NC(Cc1ccccc1)C(=O)N1CCN(C(=O)c2ccco2)CC1 (configuration not stated)	2%	-1%	-19%	0%	-1%	-2%	8%	8%	3	1%	-6%
O=C1N/C(=C/c2cccs2)C(=O)N1Cc1ccccc1F	19%	-3%	-2%	-2%	0%	?	-8%	6%	12	-1%	-3%
CCOC(=O)C(C)(C)C(=O)C(C)(C)C(O)c1ccccn1 (configuration not stated)	1%	0%	-3%	8%	2%	-2%	0%	-1%	11	3%	-1%

Looked up above.
Reading for CCC1(c2ccc(Cl)cc2)NC(=O)N(CC(=O)NCc2ccc(F)cc2)C1=O (configuration not stated) in ELG1 genotoxic: -10%
Reading for COc1ccc(C2CC(=O)C=C(NCc3ccccc3)C2)cc1 (configuration not stated) in Giardia kill: -2

Additional structures.
SMILES	BRCA1 expr up	NPC1 promoter act	VP16 counter	p53 reactivation	FLuc counter	Menin-MLL TR inh	RORgamma inh	Rab9 prom act	Giardia kill	ELG1 genotoxic	PKM2 act
Cc1ccc(OCc2nnc(SC3CCc4ccccc4C3=O)n2C)cc1 (configuration not stated)	-27%	7%	?	-7%	-4%	-2%	?	4%	-1	-2%	-10%
CCOC(=O)c1sc(NC(=O)Cc2ccccc2OC)nc1C	52%	2%	0%	.	?	8%	34%	11%	-3	-2%	-4%[11.5 µM]
CC1=C(C(=O)Nc2ccccc2)C(c2ccc(N(C)C)cc2)NC(=O)N1 (configuration not stated)	17%	-3%	4%	-2%	-1%	7%	-6%	0%	3	2%	1%
Cc1cccn2c(CN3CCCC(c4ccccc4)C3)c(C(=O)N3CCOCC3)nc12 (configuration not stated)	37%	-4%	15%	3%	1%	-27%	-2%	2%	-13	-8%	-1%
CCOC(=O)C1(Cc2ccccc2C(F)(F)F)CCN(C2CCSC2)CC1 (configuration not stated)	0%	0%	0%	0%	-1%	?	-18%	5%	8	-5%	2%
COc1ccc(OC)c(S(=O)(=O)NCCS(=O)(=O)N2CCN(c3ccccc3)CC2)c1	-17%&-14%	-2%	6%	1%	2%&-7%	18%	?	-4%	18	-5%	.
COc1cccc(-c2ncc3ccccc3c2COC(=O)CCCC(=O)O)c1	11%	1%	.	-9%	-2%	.	.	-5%	-1	-2%	.
O=C(Cc1n[nH]c(=O)[nH]c1=O)N/N=C/c1cccc(Cl)c1	0%	0%	-20%	-2%	2%	.	-4%	-1%	16	0%	4%
CN(C)c1ccc(/C=[N+](\[O-])C2SC(=S)N(C)C2(C)C)cc1 (configuration not stated)	-7%	5%	0%	-6%	-1%	5%	21%	14%	13	4%	-4%
CCN(CC)S(=O)(=O)c1ccc2oc(SCC3CN=C(c4ccc(OC)cc4)S3)nc2c1 (configuration not stated)	-66%	-7%	?	5%	-18%	-5%	31%	-11%	-9	-26%	0%
CCCCOc1ccc(C(CC(=O)NC)C(=O)O)cc1 (configuration not stated)	5%	0%	-4%	3%	1%	20%	14%	1%	-12	-1%	4%
Cc1cccc(Nc2ccc([N+](=O)[O-])cc2C(=O)O)c1	27%	14%	-3%	?	?	?	23%[10 µM]	-1%	23	3%	-1%
CCCSc1nsc(NC(=O)c2cccnc2OCC)n1	-33%	0%	-7%	7%	?	5%	4%	28%	4	2%	2%
Clc1ccc(-n2ncc3c(NCc4ccccn4)ncnc32)cc1	10µM*	?	-20%	12%	.	18%	42%	?	8	-3%	-2%
O=C(CCc1c[nH]c2ccccc12)Nc1ccc(S(=O)(=O)Nc2ncccn2)cc1	-7%	-5%	-12%	2%	-3%	2%	-2%	-3%	-15	-2%	29%
CC1(C)Cc2ccccc2/C(=C/C(=O)c2ccccc2)N1	-19%	2%	3%	-25%	0%	4%	0%	2%	-2	-3%	-3%
O=C(NCc1ccccc1)c1c[nH]c2ccccc2c1=O	-1%	-2%	4%	-1%	3%	7%	20%	7%	0	-6%	1%[11.5 µM]
CN(C)/N=C/c1cc([N+](=O)[O-])ccc1O	-26%	-4%	-13%	-2%	-2%	8%	-36%	-3%	-1	-6%	12%
Cc1cccc(N(C(=O)c2snc(C(N)=O)c2N)C(C)C(=O)NCC2CCCO2)c1 (configuration not stated)	3%	-2%	-4%	9%	-1%	-26%	2%	4%	3	8%	-33%
CC1CCCCN1C(=O)CCNS(=O)(=O)c1ccc2c(c1)c(=O)n(C)c(=O)n2C (configuration not stated)	-3%	-3%	-1%	-5%	2%	7%	-3%	-2%	-6	-1%	.
O=C(c1ccccn1)N1CCN(c2cccc(C(F)(F)F)c2)CC1	-2%	-5%	11%	-2%	1%	0%	-5%	-2%	0	-5%	2%
CN(CC(=O)N1CCCCC1)S(=O)(=O)c1cccc2cccnc12	-2%	-2%	2%	-7%	-2%	-19%	3%	-2%	19	-10%	0%
O=C1OCCC1Sc1ncnc2sccc12 (configuration not stated)	-10%	-3%	.	-10%	2%	14%	27%[0.365 µM]	2%	5	3%	8%
O=C(COC(=O)C1=COCCO1)NC(=O)c1ccc(OC(F)F)cc1	0%	0%	-2%	-3%	-2%	-4%	-2%	14%	2	1%	.
